# D1 potentiator: human D1 dopamine receptor positive modulation; P21728; HEK293 TREx D1 cells, calcium flux, dopamine EC20 potentiation; potentiation, % at 10 µM; 360,000 compounds, 0.036% hits; in the data active means potentiation above about 30%; further: 0% is about no effect
# D1 antag: blocks dopamine activation of the human D1 receptor. activity change, negative = inhibition, % at 10 µM. 360,000 compounds, 3.2% hits. HEK293 TREx D1 cells, calcium flux, dopamine EC80; stronger effect = lower value; in the data active means activity change below about -30%; further: on the % scale 0 is the no-effect control and ±100 the full control effect
#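 Antagonism measured as reduced calcium response to an EC80 dopamine addition following 180 s compound pre-read; cells were inducible HEK293 Trex D1 plated overnight at 30 C, read kinetically at 1 cycle/sec.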
# D2 ag: agonists of human D2 dopamine receptor. activation, % at 2 µM. P14416. HEK293 T-REx D2 cells, calcium flux agonist mode. 340,000 compounds, 0.53% hits. AID 485358;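 active means activation over 3 SD above normal in the single-dose calcium agonist read, cut at about 30% in these data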; further: 0% is about no effect
#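 Agonism is scored from calcium flux in a force-coupled, inducible HEK293 cell line expressing D2, read kinetically for 180 s after compound addition against dopamine controls.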
# RXFP1 antagonist: antagonists of human relaxin receptor RXFP1; AID 1259400; activity change, negative = inhibition, % at 57.5 µM; 350,000 compounds, 0.59% hits; HEK293-RXFP1, relaxin-stimulated cAMP HTRF, 30 min; stronger effect = lower value;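 active means activity change of -60% or lower, but not beyond a set lower limit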; further: on the % scale 0 is the no-effect control and ±100 the full control effect
# Target sequence (Q9HBX9 whole entry, looked up): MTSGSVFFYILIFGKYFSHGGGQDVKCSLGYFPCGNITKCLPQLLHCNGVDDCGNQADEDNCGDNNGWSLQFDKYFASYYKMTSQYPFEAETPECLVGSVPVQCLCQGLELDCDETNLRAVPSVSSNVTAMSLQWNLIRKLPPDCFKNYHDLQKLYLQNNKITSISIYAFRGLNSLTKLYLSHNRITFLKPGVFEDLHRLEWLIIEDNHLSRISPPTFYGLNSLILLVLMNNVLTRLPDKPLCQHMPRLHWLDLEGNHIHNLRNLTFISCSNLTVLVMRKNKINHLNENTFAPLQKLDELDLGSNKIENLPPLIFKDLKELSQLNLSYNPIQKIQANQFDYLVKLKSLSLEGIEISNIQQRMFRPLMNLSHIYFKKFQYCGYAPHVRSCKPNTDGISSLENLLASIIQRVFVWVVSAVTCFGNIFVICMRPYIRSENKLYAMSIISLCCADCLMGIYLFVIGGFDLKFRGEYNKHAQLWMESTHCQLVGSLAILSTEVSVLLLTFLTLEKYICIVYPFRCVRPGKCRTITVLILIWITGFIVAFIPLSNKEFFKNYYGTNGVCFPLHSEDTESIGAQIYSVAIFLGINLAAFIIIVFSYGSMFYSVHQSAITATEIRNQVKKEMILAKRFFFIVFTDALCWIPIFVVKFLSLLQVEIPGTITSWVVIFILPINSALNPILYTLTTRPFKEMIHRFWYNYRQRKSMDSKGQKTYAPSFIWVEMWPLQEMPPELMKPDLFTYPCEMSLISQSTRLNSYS
# D2 PAM: positively modulates the human D2 dopamine receptor allosterically; P14416; HEK293 T-REx D2, calcium flux, EC20 dopamine potentiation; potentiation, % at 10 µM; 340,000 compounds, 0.34% hits; AID 485347;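 active means potentiation over 3 SD above the plate norm, cut at about 30% in these data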; further: 0% is about no effect
#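 Calcium flux readout, no-wash dye, 1 read/s. Inducible HEK293 Trex D2 line, overnight 30 C. Compound alone 180 s (agonist flags), then EC20 dopamine, another 180 s to score potentiation.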
# D1 ag: human D1 receptor agonism. P21728. HEK293 T-REx D1 cells, calcium flux, agonist mode. activation, % at 2 µM. 360,000 compounds, 1% hits. AID 504660; in the data active means activation above about 30%; further: 0% is about no effect
#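 Inducible HEK293 T-REx D1 cells, force-coupled to calcium signalling, were plated at 4000 cells/well with tetracycline and held overnight at 30 C. After no-wash calcium dye loading, compound-evoked calcium rise over 180 s flagged agonists.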
# D2 antag: D2 dopamine receptor (human) antagonism; 340,000 compounds, 2% hits; HEK293 TREx D2 cells, calcium flux, dopamine EC80; AID 485344; inhibition, % at 10 µM; P14416; in the data active means inhibition above about 30%; further: 0% is about no effect
#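 Dopamine at EC80 is the agonist stimulus; test compounds precede it by 180 s. Calcium flux read kinetically in a force-coupled, inducible HEK293 T-REx D2 cell line.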
# TRHR enhancer: allosteric enhancers of human TRH receptor; 360,000 compounds, 0.66% hits; AID 493056; TRHR cells, fluo-8 calcium fluorescence, EC20 TRH enhancement; enhancement, % at 2 µM; P34981; in the data active means enhancement above about 30%; further: 0% is about no effect
#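 TRHR-expressing cells loaded with fluo-8 calcium dye were read kinetically (ex 480/em 530) during compound addition, then stimulated with an EC20 of TRH (10 nM final). Enhancement of the Gq-mediated intracellular calcium response was scored.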
# RXFP1 agonist: agonists of human relaxin receptor RXFP1; Q9HBX9; HEK293T-RXFP1 cAMP TR-FRET, 30 min; response scale: percent of porcine relaxin response, buffer zero; Potency, µM (doses to about 57.5 µM), without a hit: top-dose activation, actives largely listed as activators; 370,000 compounds, 0.3% hits; active means well fitted activation curve with a large enough effect; further: potency means the concentration at half of the fitted maximal effect; on the % scale 0 is the no-effect control and ±100 the full control effect; nearly all actives have a fitted effect of over 60% in size; many of its hits are not listed in these tables
#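 cAMP rise read by TR-FRET after 30 min, 37C compound exposure (up to 58 uM) in RXFP1-transfected HEK293 cells with Ro 20174 present. EC50 from Hill-equation fits, with 29 nM porcine relaxin as 100% and buffer as basal.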
# An asterisk follows results filed as active; / = not tested or not shown. An excerpt. The share of hits here may be higher or lower than overall.
SMILES,D1 potentiator,D1 antag,D2 ag,RXFP1 antagonist,D2 PAM,D1 ag,D2 antag,TRHR enhancer,RXFP1 agonist
Cc1ccccc1C(=O)Nc1sc2c(c1C(=O)N1CCC(C)CC1)CCCC2,-1,5,0.5,-9,0,1,/,-9,4.8%
CC1(C(=O)NC(=S)NNC(=O)c2ccncc2)CCCCC1,-2,-18,10,-3,-3,43*,34*,-2,0.0%
Cc1ccc(S(=O)(=O)NCCOc2nc(N(C)C)nc(N(C)C)n2)cc1,-2,3,-0.1,8,6,2,-21,8,1.2%
COc1ccc(-c2nnnn2C)cc1S(=O)(=O)NCCc1ccccc1,-4,-9,1.0,6,-3,0,22,19,-1.8%
CCC(C)(C)NC(=O)C(c1ccc(OC)cc1)N(C(=O)CCC(=O)Nc1cc(C)on1)c1cccc(OC)c1 (configuration not stated),-3,2,0.0,-9,-7,2,1,-7,3.5%
CCn1c(CNc2cccc(Cl)c2)nnc1SCc1ccccc1,1,-7,/,11,/,9,/,-10,1.6%
O=c1cc(Cl)[nH]n(-c2ccccc2)c1=O,-6,-15,0.8,-1,-5,4,-1,-6,-0.7%
CC1CCCCN1C(=O)Cn1c(=O)n(-c2ccc(F)cc2)c(=O)c2sccc21 (configuration not stated),-2,8,-0.2,4,0,1,21,-2,2.3%
Cn1c2ccccc2c2n[nH]c(=S)nc21,1,2,-2.1,-7,-22,1,-8,-3,3.7%
Cc1ccc(S(=O)(=O)N2CCC(C(=O)Nc3nnc(C4CCCC4)s3)CC2)cc1,11,0,-1.2,0,-6,3,-6,-4,1.1%
Cc1ccccc1NC(=O)CN(C)S(=O)(=O)c1ccc(-c2ccc(=O)[nH]n2)s1,14,-5,-0.7,-7,12,1,-7,-9,0.0%
COc1cccc(Cn2c(CNS(=O)(=O)c3ccc4c(c3)CCCC4)nc3cccnc32)c1,1,10,0.0,-10,-5,1,/,2,0.5%
Cc1cccc(OCCCn2c(CCNC(=O)C(C)(C)C)nc3ccccc32)c1,-2,-11,/,-4,1,7,/,-2,-2.1%
O=C(NC1CCCCC1)C(c1ccc2ncccc2c1)N(Cc1ccco1)C(=O)c1ccc2c(c1)OCCO2 (configuration not stated),2,8,0.4,/,3,3,-3,-4,-1.8%
CN(C(=O)COC(=O)c1cc(S(=O)(=O)N(C)C)ccc1Cl)C1CCS(=O)(=O)C1 (configuration not stated),2,23,1.3,-3,7,0,5,-6,1.6%
CCOc1ccc(CCNC(=O)COC(=O)c2cccc(S(=O)(=O)N3CCCC3)c2)cc1OCC,-2,9,2.0,-11,8,1,-2,3,0.3%
COC(=O)CCCC1=CC2=CC(=O)C(C)(OC(=O)c3cccs3)C(=O)C2=CN1C1CCCCC1 (configuration not stated),0,0,-0.4,/,0,9,6,-1,0.0%
N#Cc1cnc(SCCc2ccccc2)nc1N,0,-14,0.1,7,24,0,13,1,0.9%
Cc1csc2nc3cc(C(N)=O)ccc3c(=O)n12,-2,-44*,-0.2,/,8,9,9,-3,25%
CCOC(=O)C1(Cc2cccc(Cl)c2)CCCN(C(=O)CN2C(=O)CSC2=O)C1 (configuration not stated),-2,-22,0.4,-6,3,-1,6,2,0.0%
O=C(C(Sc1ccccc1)c1ccccc1)N1CCN(c2ccccc2F)CC1 (configuration not stated),-7,-4,-0.7,-13,0,17,0,-8,-2.6%
CCCSc1cc(=O)n(-c2ccc(F)cc2)nc1C(=O)OCC,-7,8,-0.9,-2,4,3,-1,0,3.7%
CC1(C)O[C@@H]2[C@H](O1)[C@@H](CO)O[C@H]2n1cnc2c(N)ncnc21,-1,-1,-0.5,/,-4,0,-1,-3,2.8%
O=C(Nc1ccccc1C(=O)NCc1ccccc1)c1ccccc1,-5,-6,0.9,-4,6,3,-7,-1,-0.3%
O=C(Cc1nnc(NC(=O)c2ccccc2)s1)N/N=C/c1ccc(O)cc1,3,-22,-0.6,-5,-19,2,-3,-3,0.9%
COc1ccc(N2CCN(C(CNC(=O)c3ccco3)c3cccnc3)CC2)cc1 (configuration not stated),-3,11,0.3,-5,12,4,-26,-7,-1.3%
CCOc1[nH]n(-c2ccccc2)c(=O)c1C=Nc1ccc(Cl)cc1,-2,-14,-0.4,5,-17,1,-37,-4,1.7%
CCc1ccccc1NS(=O)(=O)c1ccc2[nH]cc(C(=O)N(CC)Cc3ccccc3)c(=O)c2c1,0,-3,/,0,11,0,/,-2,1.2%
S=C(NCc1ccc2c(c1)OCO2)NCc1ccco1,-7,/,-1.3,-21,9,5,-5,4,-0.2%
CCn1c(SCC(=O)Nc2cc(C)c(Cl)cc2OC)nnc1-c1ccco1,-3,-8,0.7,-20,-15,-1,17,1,0.8%

# Given as tab-separated lines: entries from further up
compound	D1 potentiator	D1 antag	D2 ag	RXFP1 antagonist	D2 PAM	D1 ag	D2 antag	TRHR enhancer	RXFP1 agonist
Cc1ccccc1C(=O)Nc1sc2c(c1C(=O)N1CCC(C)CC1)CCCC2	-1	5	0.5	-9	0	1	/	-9	4.8%
CC1(C(=O)NC(=S)NNC(=O)c2ccncc2)CCCCC1	-2	-18	10	-3	-3	43*	34*	-2	0.0%
Cc1ccc(S(=O)(=O)NCCOc2nc(N(C)C)nc(N(C)C)n2)cc1	-2	3	-0.1	8	6	2	-21	8	1.2%
COc1ccc(-c2nnnn2C)cc1S(=O)(=O)NCCc1ccccc1	-4	-9	1.0	6	-3	0	22	19	-1.8%
CCC(C)(C)NC(=O)C(c1ccc(OC)cc1)N(C(=O)CCC(=O)Nc1cc(C)on1)c1cccc(OC)c1 (configuration not stated)	-3	2	0.0	-9	-7	2	1	-7	3.5%
CCn1c(CNc2cccc(Cl)c2)nnc1SCc1ccccc1	1	-7	/	11	/	9	/	-10	1.6%
O=c1cc(Cl)[nH]n(-c2ccccc2)c1=O	-6	-15	0.8	-1	-5	4	-1	-6	-0.7%
CC1CCCCN1C(=O)Cn1c(=O)n(-c2ccc(F)cc2)c(=O)c2sccc21 (configuration not stated)	-2	8	-0.2	4	0	1	21	-2	2.3%
Cn1c2ccccc2c2n[nH]c(=S)nc21	1	2	-2.1	-7	-22	1	-8	-3	3.7%

# Next part.
SMILES,D1 potentiator,D1 antag,D2 ag,RXFP1 antagonist,D2 PAM,D1 ag,D2 antag,TRHR enhancer,RXFP1 agonist
Fc1ccc(-c2onc3ccc(C4OCCO4)cc23)cc1,-1,-56*,-0.1,-4,4,0,10,-1,-0.9%
CCn1c(C(=O)NCc2ccccc2Cl)cc2sc(Cl)cc21,1,0,0.5,-18,1,1,/,-2,0.9%
Cc1c(C(=O)OCC(=O)N2CC(=O)Nc3ccccc32)oc2ccccc12,-3,3,-0.3,-11,-2,-2,17,1,1.2%
COc1ccc(NC(=S)Nc2ccc3nccnc3c2)cc1,-5,-34*,1.4,31,3,3,-23,5,0.6%
COc1cc(CNC2CCCCCC2)cc(OC)c1OC,-3,4,-1.2,13,-13,3,7,0,0.5%
CC(Sc1nc(C2CC2)n(-c2ccccc2)n1)C(=O)c1c(N)n(C)c(=O)n(C)c1=O (configuration not stated),2,40,0.4,-17,6,4,-9,2,0.1%
CC(=O)NNC(=O)c1csc(-c2csc(C)n2)n1,8,0,/,5,4,3,/,-3,2.2%
COc1cccc(C(=O)OCC(=O)NC2CCCc3ccccc32)c1O (configuration not stated),-1,-14,0.7,-10,12,6,-2,-3,1.1%
Cc1ccc(OCC(=O)NC(=S)Nc2ccc(Br)cn2)cc1,-1,5,0.2,-1,-13,2,5,2,2.9%
Cc1c(C(=O)NC2CCC(C)CC2)oc2ccccc12 (configuration not stated),4,12,43*,-8,-24,10,19,1,0.3%
Cc1ccc(Sc2c(C)nn(C(=O)c3ccc(Br)cc3)c2C)cc1,0,14,/,/,-5,2,/,1,0.6%
CCCCn1c(N)c(N(CCOC)C(=O)c2ccc(F)c(S(=O)(=O)N3CCOCC3)c2)c(=O)[nH]c1=O,-3,-3,-1.0,-1,10,2,-14,1,1.9%
COc1ccc(-n2c(Cc3cccn3C)nnc2SCC(=O)N2CCC(C)CC2)cc1,0,5,-1.4,/,-6,1,-13,-1,-0.8%
CCOC(=O)c1c(NC(=O)CCC(=O)N(CC)CC)sc2c1CC(C)(C)OC2,-4,11,-4.9,-1,-5,0,13,-1,5.0%
Cc1cc(C)nc(NC(=O)C(c2ccccc2)c2ccccc2)c1,-4,4,0.0,-10,3,6,-2,-6,1.9%
CCN(c1ccc(NC(=O)COC(=O)C(C)N=C2NS(=O)(=O)c3ccccc32)cc1)C(C)C (configuration not stated),-3,-30,0.1,4,-4,3,16,2,0.0%
COc1cc(C(=O)NCCCCCCNC(=O)c2cc(OC)c(OC)c(OC)c2)cc(OC)c1OC,3,-5,0.4,-4,3,3,-5,2,-1.3%
COc1ccc(OC)c(S(=O)(=O)N2CCC(C(=O)N3CCOCC3)CC2)c1,-6,-10,-0.4,-2,7,5,-3,2,4.5%
CC1Cc2ccccc2N1c1ncnc2nc[nH]c12 (configuration not stated),-4,3,/,/,/,2,/,25,3.2%
Cc1ccc(S(=O)(=O)N2CCN(C(=O)COc3ccc(-c4nnco4)cc3)CC2)cc1,0,-13,0.0,-10,-2,4,10,5,0.7%
C#CC(CC)(CC)NC(=O)Nc1ccccc1C(=O)OC,2,-2,-0.8,13,3,2,-11,-2,0.8%
O=S(=O)(NC1=NCCCCC1)c1ccc2sc(NS(=O)(=O)c3ccc4ccccc4c3)nc2c1,1,-16,0.0,-10,-2,2,2,-2,-2.2%
CCN(CC)CCNC(=O)c1ccc2c(=O)n(C3CCCC3)c(=S)[nH]c2c1,-16,-40*,-1.6,22,-4,30*,2,-2,0.7%
Cc1ccc(C(=O)N2CCN(c3ccc(F)cc3)CC2)cc1S(=O)(=O)N1CCCCC1,-2,4,0.3,-8,15,9,-6,-2,0.8%
CCc1cccc(C)c1NC(=O)CN1CCCN(Cc2ccc(C)cc2)S1(=O)=O,-1,-18,-2.8,-6,4,22,/,7,3.5%
O=C1NC(=O)C2(COC(c3ccccc3Cl)OC2)S1 (configuration not stated),-5,-2,0.0,-6,3,0,-11,-1,0.7%
Cn1c(-c2nonc2NC(=O)c2ccc(C(C)(C)C)cc2)nc2ccccc21,0,0,0.7,/,2,1,44*,3,4.5%
CCOc1ccc(CCNC(=O)CN2C(=O)COc3ccc(S(=O)(=O)N(CC)CC)cc32)cc1,-1,12,/,/,8,0,/,13,0.8%
COc1cc(C(=O)N/C(=C/c2ccc(F)cc2)C(=O)NC(C(=O)O)c2ccccc2)cc(OC)c1OC (configuration not stated),-14,-5,0.5,5,7,8,-15,9,3.8%
NC(=O)c1ccsc1NC(=O)COC(=O)Cc1ccccc1Cl,-4,-15,1.0,-7,11,8,-8,4,-0.6%
Cc1cc(C)cc(NC(=S)N2CCC(NC(=O)C3CCCCC3)CC2)c1,-4,-1,-3.1,6,/,0,12,5,-0.7%

# Screening results as filed in PubChem BioAssay.
